From PubChem BioAssay
LYPLA2 counter: LYPLA2 inhibitors, primary screen, counter-screen for PME1 inhibitor project, biochemical, fluorescence polarization, FP-Rh probe ABPP; Acyl-protein thioesterase 2 (Homo sapiens), O95372; recombinant LYPLA2; inhibition, % at 5.9 µM; hit rate 0.38% among 320,000;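 active = inhibition above the screen-wide mean plus 3 SD, limit set per campaign, cut at about 26% in these data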;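 also: 0% = LYPLA2 with DMSO and 100% = wells lacking LYPLA2 enzyme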
Target sequence (O95372 whole entry, looked up): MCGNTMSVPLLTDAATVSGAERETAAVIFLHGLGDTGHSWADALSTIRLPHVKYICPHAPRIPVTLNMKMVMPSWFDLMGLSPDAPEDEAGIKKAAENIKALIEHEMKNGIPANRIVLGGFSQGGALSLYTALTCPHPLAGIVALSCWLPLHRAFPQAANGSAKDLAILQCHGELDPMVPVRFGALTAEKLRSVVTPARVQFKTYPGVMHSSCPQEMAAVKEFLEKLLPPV
PAFAH2 inh: PAFAH2 enzyme inhibitors, primary screen, biochemical, fluorescence polarization, human; inhibition, % at 3.39 µM; recombinant PAFAH2, FP-rhodamine activity probe; hit rate 0.99% among 340,000;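 active = inhibition above the mean over all tested compounds plus 3 SD, cut at about 30% in these data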;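 also: inhibitors block probe labeling of enzyme so polarization drops; 0% = enzyme with DMSO and 100% = wells lacking PAFAH2 protein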
ZTA DNA inh: ZTA (EBV) inhibition in EBNA-1 counter-screen; P03206; ZTA-DNA binding, fluorescence polarization; inhibition, % at 11 µM; hit rate 0.15% among 320,000; in the data active = inhibition above about 33%
PREPL inh: PREPL enzyme inhibitors, primary screen, biochemical, fluorescence polarization. hit rate 0.68% among 320,000. AID 2751, 2010. Prolyl endopeptidase-like (Homo sapiens), Q4J6C6. recombinant PREPL, fluorescence polarization activity-based probe. inhibition, % at 5.96 µM; in the data active = inhibition above about 43%;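 also: 0% = enzyme with DMSO and 100% = wells lacking enzyme; many of its hits are not listed in these tables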
EBNA-1 inhibitor: EBNA-1 DNA-binding inhibitors, primary screen, biochemical, fluorescence polarization; inhibition, % at 14.8 µM; hit rate 0.34% among 300,000; in the data active = inhibition above about 28%
LYPLA1 inh: LYPLA1 inhibitors, primary screen, counter-screen for PME1 inhibitor project, biochemical, fluorescence polarization, FP-Rh probe ABPP; Acyl-protein thioesterase 1 (Homo sapiens), O75608; hit rate 0.16% among 320,000; inhibition, % at 5.9 µM; recombinant LYPLA1;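 active = inhibition above the mean of all tested compounds plus 3 SD, set per campaign, cut at about 14% in these data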;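 also: inhibitors block serine hydrolase probe labeling of LYPLA1 so polarization falls; 0% = enzyme with DMSO and 100% = wells lacking LYPLA1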
Target sequence (O75608 whole entry, looked up): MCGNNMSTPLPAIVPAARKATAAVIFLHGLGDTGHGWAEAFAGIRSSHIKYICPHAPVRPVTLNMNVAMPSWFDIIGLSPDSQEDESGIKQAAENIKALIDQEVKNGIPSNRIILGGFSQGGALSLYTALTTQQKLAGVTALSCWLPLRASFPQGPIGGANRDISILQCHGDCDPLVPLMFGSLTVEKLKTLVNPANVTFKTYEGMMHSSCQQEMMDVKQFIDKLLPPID
PAD4 FP inh: human PAD4 inhibitors, primary screen, biochemical, fluorescence polarization, 1536-well format; Protein-arginine deiminase type-4 (Homo sapiens), Q9UM07; recombinant PAD4, RCA probe fluorescence polarization; inhibition, % at 6.36 µM; hit rate 0.41% among 330,000; AID 485272, 2010;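 active = percent inhibition above a cutoff equal to the mean of all tested compounds plus 3 SD, cut at about 15% in these data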;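 also: 0% = PAD4 with RCA probe and DMSO and 100% = probe without PAD4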
GSTO1 inh: inhibitors of recombinant GSTO1, primary screen, counter-screen for RBBP9 inhibitor project, biochemical, fluorescence polarization. activity-based probe fluorescence polarization. inhibition, % at 5.96 µM. hit rate 1.1% among 300,000. AID 1974, 2009;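 active = inhibition above the campaign mean inhibition plus 3 SD, cut at about 35% in these data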;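 also: 0% = GSTO1-1 with DMSO and 100% = wells lacking GSTO1-1 enzyme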
Target sequence (P78417 whole entry, looked up): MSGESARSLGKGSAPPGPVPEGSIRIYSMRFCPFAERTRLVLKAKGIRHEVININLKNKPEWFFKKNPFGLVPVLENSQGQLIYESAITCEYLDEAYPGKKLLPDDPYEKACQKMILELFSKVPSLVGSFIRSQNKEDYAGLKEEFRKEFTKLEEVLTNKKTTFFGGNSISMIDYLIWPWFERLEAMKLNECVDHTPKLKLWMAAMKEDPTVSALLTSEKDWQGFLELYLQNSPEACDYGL
PAFAH1B3 FP inh: PAFAH1B3 enzyme inhibitors, primary screen, biochemical, fluorescence polarization, human; Platelet-activating factor acetylhydrolase IB subunit alpha1 (Homo sapiens), Q15102; recombinant PAFAH1B3, FP-rhodamine probe; inhibition, % at 3.39 µM; hit rate 0.28% among 340,000; AID 492972, 2010;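 active = inhibition above the screen-wide average of all tested compounds plus 3 SD, cut at about 25% in these data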;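 also: 0% = enzyme with DMSO only and 100% = wells lacking PAFAH1B3 protein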
Target sequence (Q15102 whole entry, looked up): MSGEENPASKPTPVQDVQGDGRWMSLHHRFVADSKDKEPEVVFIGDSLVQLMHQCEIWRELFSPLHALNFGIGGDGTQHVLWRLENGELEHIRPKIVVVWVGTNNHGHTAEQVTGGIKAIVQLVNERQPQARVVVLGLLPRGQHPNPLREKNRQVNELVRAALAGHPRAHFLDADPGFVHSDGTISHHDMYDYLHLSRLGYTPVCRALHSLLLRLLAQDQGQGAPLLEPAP
* marks the source's active call; other numbers are inactive results; nt = no result given. The list is partial; the hit share may differ from the screen's.

SMILES	LYPLA2 counter	PAFAH2 inh	ZTA DNA inh	PREPL inh	EBNA-1 inhibitor	LYPLA1 inh	PAD4 FP inh	GSTO1 inh	PAFAH1B3 FP inh
CCOC(=O)CSc1cc(CS(=O)c2ccc(Cl)cc2)nc(-c2ccccc2)n1 (stereo not drawn)	-15	-7	-2	-18	1	-8	0	3	-1
COc1cccc(C(=O)n2c(SC)nc3cc4c(cc32)OCCO4)c1	-2	-2	-8	12	9	-2	-3	2	6
CCN(C(=O)COC(=O)c1oc2ccc(OC)cc2c1C)C1CCCCC1	3	9	-5	-9	-7	2	5	2	0
O=C(C1c2ccccc2C(=O)N2CCc3ccccc3C12)N1CCN(Cc2ccccc2)CC1 (stereo not drawn)	7	8	-6	26	-5	-2	-1	8	1
Cc1ccc(C(=O)OCc2nc3ccsc3c(=O)[nH]2)o1	0	6	-9	2	5	0	3	5	-2
CCC(C(=O)NCCc1c[nH]c2ccc(C)cc12)c1ccccc1 (stereo not drawn)	4	-9	5	5	2	0	-4	5	3
O=C(NCc1cccs1)c1ccc(Cl)s1	-2	-3	19	2	-4	-2	-4	-2	5
Cc1cccnc1NC(=O)c1ccc(S(=O)(=O)N2CCCCC2)cc1	2	-2	3	-2	0	0	-5	-4	5
C=CCN1CN(Cc2ccco2)CNC1=S	-7	-2	5	8	-10	-5	2	-8	1
COc1cccc(C(C(=O)NC(C)(C)C)N(CCc2ccccc2)C(=O)CCC(=O)Nc2cc(C)on2)c1OC (stereo not drawn)	1	3	14	2	2	-4	-2	-2	10
COc1cccc(C(=O)Nc2ccc(C(=O)NCC(C)C)cc2)c1	3	0	-13	6	19	1	-1	1	1
CC(C)C(NC(=O)c1ccccc1NC(=O)c1ccccc1)C(=O)NNC(=O)c1ccncc1 (stereo not drawn)	8	2	-6	-10	-16	5	1	-2	5
O=C(NCc1nnc2c(C(F)(F)F)cc(Cl)cn12)C1CCCC1	6	-3	1	0	3	-1	-3	-6	5
CC(C)(C)C1CCc2onc(C(=O)Nc3cnn(Cc4ccc(F)cc4)c3)c2C1 (stereo not drawn)	3	-5	6	3	8	0	2	-7	1
COC(=O)CC1C(=O)NCCN1C(=S)NC(=O)C(c1ccccc1)c1ccccc1 (stereo not drawn)	-3	6	-2	0	3	-5	-2	2	11
COc1ccccc1NC(=O)COC(=O)c1c[nH]c(=O)[nH]c1=O	2	2	3	7	5	-1	3	5	-3
O=C(c1ccc(S(=O)(=O)Nc2ccccc2)cc1)N1CCCC1	2	0	5	-13	-6	2	-4	0	4
Cc1cc(-c2ccc(/C=N/n3cnnc3)o2)ccc1Cl	-5	-4	7	-9	8	-5	-3	-1	8
Cc1c(Cc2ccccc2)c(=O)oc2cc(OCC(=O)NCc3ccccn3)ccc12	11	11	8	-7	-15	-1	-4	-10	7
Cc1cc(S(=O)(=O)N2CCCc3ccccc32)ccc1-n1cnnn1	4	7	-12	8	-11	0	-2	3	2
CC1(C)CC(=O)C(C=NCCN2CCN(C3CC(=O)N(c4ccc(Br)cc4)C3=O)CC2)=C(O)C1 (stereo not drawn)	-4	nt	0	7	-4	-2	0	-1	nt
Nc1ccc2oc(-c3ccccn3)nc2c1	4	8	2	2	-7	2	-4	7	4
C=CCn1c(=O)c(C(=O)NCc2ccccc2Cl)c(O)c2ccccc21	-5	-1	-2	-6	3	-8	3	3	12
CS(=O)(=O)c1ccc2nc(NC(=O)Nc3cccc(Cl)c3)sc2c1	-59	-13	20	-6	23	-39	-1	-31	-66
CCCCOc1ccc(/C(N)=N/O)cc1	2	-4	1	-3	0	0	-2	0	4
Cn1c(C2=C(O)CN(Cc3ccccc3)C2=N)[n+](C)c2ccccc21	3	-2	-16	11	6	0	-4	1	-3
C/C(=N\NC(=O)c1cccc(S(=O)(=O)N2CCOCC2)c1)c1ccc(OC(F)F)cc1	-5	-7	6	4	0	-3	-3	4	4
COc1ccc(NC(=O)Cc2c[nH]c3ccccc23)cc1S(=O)(=O)N1CCOCC1	-8	0	-17	25	3	-4	-1	28	7
Cc1ccccc1-n1c(SCC(=O)N/N=C/c2c(C)nn(-c3ccccc3)c2C)nc2ccccc2c1=O	-37	-28	5	9	12	-21	2	-13	-11
CCN1C(=O)/C(=C\c2ccc3c(c2)OCO3)C(C(=O)OC)=C1C	0	-2	20	-3	3	-2	-12	-10	-4
CN(C)c1oc(-c2ccccc2F)nc1C#N	-6	1	-11	2	-7	1	5	12	-9
CCOC(=O)C1=C(C)NC(=O)/C1=C\N(C)C	-3	20	-1	12	-3	0	4	8	15
Cc1ccc(-n2nnnc2CNC(=O)c2ccc([N+](=O)[O-])o2)cc1C	-5	4	-1	-1	-4	-2	0	4	3
CCCn1c(NCCO)nc2ccccc21	1	1	4	2	8	-1	-1	2	-6
CCN(CC)CCNc1ccc2nnc(CCNS(=O)(=O)c3ccc(C)cc3)n2n1	10	4	2	2	10	3	2	-2	3
Cc1[nH]c2ccccc2c1C(=O)CN1CC(C)OC(C)C1 (stereo not drawn)	0	nt	2	-3	-6	-3	-1	0	nt
CN(C(=O)COC(=O)c1cccnc1Nc1cccc(C(F)(F)F)c1)C1CCS(=O)(=O)C1 (stereo not drawn)	1	0	7	3	3	-1	1	1	10
COc1ccc(CNC(=O)COc2cc(O)c3c(c2)OC(C)(C)CC3=O)cc1	2	4	-7	-1	0	3	3	-6	12
CCn1ncc(S(=O)(=O)Nc2cccnc2)c1C	3	4	7	2	4	-1	4	-3	9
Cc1c(N)cccc1-c1nc2ccccc2[nH]1	2	2	-3	3	-2	0	0	-1	-6

12 entries from above, arranged by molar mass, falling.
SMILES	LYPLA2 counter	PAFAH2 inh	ZTA DNA inh	PREPL inh	EBNA-1 inhibitor	LYPLA1 inh	PAD4 FP inh	GSTO1 inh	PAFAH1B3 FP inh
CC1(C)CC(=O)C(C=NCCN2CCN(C3CC(=O)N(c4ccc(Br)cc4)C3=O)CC2)=C(O)C1 (stereo not drawn)	-4	nt	0	7	-4	-2	0	-1	nt
O=C(C1c2ccccc2C(=O)N2CCc3ccccc3C12)N1CCN(Cc2ccccc2)CC1 (stereo not drawn)	7	8	-6	26	-5	-2	-1	8	1
CCN(CC)CCNc1ccc2nnc(CCNS(=O)(=O)c3ccc(C)cc3)n2n1	10	4	2	2	10	3	2	-2	3
COC(=O)CC1C(=O)NCCN1C(=S)NC(=O)C(c1ccccc1)c1ccccc1 (stereo not drawn)	-3	6	-2	0	3	-5	-2	2	11
CC(C)(C)C1CCc2onc(C(=O)Nc3cnn(Cc4ccc(F)cc4)c3)c2C1 (stereo not drawn)	3	-5	6	3	8	0	2	-7	1
CCN(C(=O)COC(=O)c1oc2ccc(OC)cc2c1C)C1CCCCC1	3	9	-5	-9	-7	2	5	2	0
Cc1cccnc1NC(=O)c1ccc(S(=O)(=O)N2CCCCC2)cc1	2	-2	3	-2	0	0	-5	-4	5
Cc1cc(S(=O)(=O)N2CCCc3ccccc32)ccc1-n1cnnn1	4	7	-12	8	-11	0	-2	3	2
COc1cccc(C(=O)Nc2ccc(C(=O)NCC(C)C)cc2)c1	3	0	-13	6	19	1	-1	1	1
Cc1cc(-c2ccc(/C=N/n3cnnc3)o2)ccc1Cl	-5	-4	7	-9	8	-5	-3	-1	8
C=CCN1CN(Cc2ccco2)CNC1=S	-7	-2	5	8	-10	-5	2	-8	1
CN(C)c1oc(-c2ccccc2F)nc1C#N	-6	1	-11	2	-7	1	5	12	-9

More structures.
SMILES	LYPLA2 counter	PAFAH2 inh	ZTA DNA inh	PREPL inh	EBNA-1 inhibitor	LYPLA1 inh	PAD4 FP inh	GSTO1 inh	PAFAH1B3 FP inh
O=[N+]([O-])c1ccccc1S(=O)(=O)Nc1cccc(-c2ccc3nncn3n2)c1	6	5	-1	12	-4	-1	-2	4	-1
COCCn1c(C)cc(C(=O)COc2ccc(N(C)S(=O)(=O)c3ccc(C)cc3)cc2)c1C	0	15	-6	9	nt	0	1	nt	-2
Cc1ncc(CN2CCC(C(=O)Nc3ccc(-n4cccn4)cc3)CC2)s1	-4	-3	23	1	-1	2	-3	0	14
C/C(=N\O)c1ccc(Cl)cc1Cl	-1	-2	-3	3	11	2	-3	3	1
CC(=O)N1CCC(C(=O)N2CCN(S(=O)(=O)c3ccc(F)cc3)CC2)CC1	6	-2	9	1	13	4	2	2	2
CC(=O)c1cc2c(cc1N/C(=N/S(=O)(=O)c1ccc(C)cc1)c1ccc(Cl)cc1)OCO2	4	1	-12	1	7	4	-3	-2	-2
CCCN1C(=O)c2cc(C(=O)Nc3cccc(C(C)=O)c3)ccc2C1Nc1cccc(C(C)=O)c1 (stereo not drawn)	5	-4	19	-1	-17	1	0	-2	2
O=C(Nc1nc(-c2cccs2)c(-c2ccccc2)s1)c1ccco1	-13	-5	0	6	4	-16	1	-11	-1
CCOCCCNCc1cc(Cl)ccc1OCC	0	1	-3	-16	2	0	-2	2	7
CC1(C)CC(=O)c2c(S(C)(=O)=O)sc(Br)c2C1	-3	8	14	12	2	0	-2	-12	7
COC(=O)C1CC(O)CN1S(=O)(=O)c1ccc2ccccc2c1 (stereo not drawn)	3	2	5	0	nt	1	-3	nt	2
O=C(Nc1ccccc1)ON=C1c2ccccc2-c2ccccc21	0	-2	-6	-1	-4	-9	-4	-3	21
CC(C)OC(=O)Nc1ccc2c(c1)N(C(=O)CCN1CCN(CCO)CC1)c1ccccc1CC2	1	-1	-3	-2	-9	5	-3	6	13
Cc1ncc([N+](=O)[O-])n1CC(=O)Nc1ccc(F)cc1	33*	-1	0	3	4	-3	3	3	3
O=C(COC(=O)C12CC3CC(CC(C3)C1)C2)NCc1ccccc1	nt	29	nt	-3	nt	nt	5	nt	7
COc1ccc(NC(=O)Cn2cc(C(=O)c3ccco3)c3ccccc32)cc1	-13	4	0	11	-4	-11	-8	-8	1
COc1cc(NC(=O)COC(=O)CNC(=O)c2ccc(Cl)cc2)c(C)cc1[N+](=O)[O-]	-5	-5	19	4	4	-6	0	4	7
Cc1cc(Cl)c(S(N)(=O)=O)cc1OCC(N)=O	0	1	7	-5	4	2	-3	-3	7
CCOCC(=O)Nc1cc([N+](=O)[O-])ccc1C	3	-9	3	4	15	2	-1	14	5
COC(=O)c1ccc(/C=N\NC(=O)c2c(C)nc3ccc(Cl)cn23)cc1	8	-2	10	9	-2	0	1	-6	-3
CC1CCCN(C(=O)C2CCN(Cc3ccc4c(c3)OCO4)CC2)C1 (stereo not drawn)	-3	-5	-14	17	-8	0	5	9	3
COc1ccc2[nH]c(C(=O)N3CCN(c4ccccc4F)CC3)c(C)c2c1	-2	-2	2	13	-2	14	0	13	10
